MITF act: activators of MITF-driven TRPM1 promoter reporter, primary screen, cell-based, SK-MEL-5, luciferase, single point. SK-MEL-5 TRPM1-promoter luciferase, 24 h; % of positive control, neutral wells = 0. activation, % at 12.5 µM. actives 0.75% (n = 300,000). AID 588334, 2011;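 active means mean activation of at least 80% with every replicate also reaching 80%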;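 further: 0% = neutral control wells and 100% = parthenolide positive control wells; values of inactives mirror those of a sister screen read the other way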
SR-BI uptake up: activators of SR-BI mediated DiI-HDL uptake, primary screen, ldlA[mSR-BI] CHO cells, DiI fluorescence. 3 h; 100 = double the neutral-control signal. activation, % at 12.5 µM. actives 0.096% (n = 320,000);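 active means mean replicate activation of at least 60% and every replicate at or above 60%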;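 further: 0% = median plate neutral-control signal and 100% = twice that signal; values of inactives mirror those of a sister screen read the other way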
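Test system: SR-BI-overexpressing, LDLR-lacking CHO cells; Also added: labelled HDL, 10 µg/mL; Measured by: bottom-read cell fluorescence after medium removal, ex 550/em 595 nm; Timing: 3 h uptake period with compound, 37 °C; Buffer or medium: F12, 0.5% BSA, 25 mM HEPES; Doses: single compound concentration, delivered by pin transfer.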
Rtt109 Vps75: inhibitors of C. albicans Rtt109/Vps75 HAT, primary screen, biochemical, ThioGlo CoA-SH fluorescence, plate reader. Histone acetyltransferase RTT109 (Candida albicans (strain SC5314 / ATCC MYA-2876)), …. purified Rtt109/Vps75, 4 h. inhibition, % at 34.9 µM. actives 0.16% (n = 330,000). AID 540336, 2011;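 active means inhibition of at least 50% in every replicate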
SR-BI DiI inh: inhibitors of SR-BI mediated HDL lipid uptake, primary screen, ldlA[mSR-BI] cells, fluorescence, single point; Scavenger receptor class B member 1 (Mus musculus), Q61009; ldlA[mSR-BI] CHO cells, DiI-HDL uptake fluorescence, 3 h; inhibition, % at 12.5 µM; actives 0.96% (n = 320,000); AID 488896, 2010;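 active means mean replicate inhibition of at least 70% and a set share of replicates each scoring 70 or more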;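 further: 0% = median of neutral control wells and 100% = median of positive control wells; values of inactives mirror those of a sister screen read the other way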
Target sequence (Q61009 whole entry, looked up): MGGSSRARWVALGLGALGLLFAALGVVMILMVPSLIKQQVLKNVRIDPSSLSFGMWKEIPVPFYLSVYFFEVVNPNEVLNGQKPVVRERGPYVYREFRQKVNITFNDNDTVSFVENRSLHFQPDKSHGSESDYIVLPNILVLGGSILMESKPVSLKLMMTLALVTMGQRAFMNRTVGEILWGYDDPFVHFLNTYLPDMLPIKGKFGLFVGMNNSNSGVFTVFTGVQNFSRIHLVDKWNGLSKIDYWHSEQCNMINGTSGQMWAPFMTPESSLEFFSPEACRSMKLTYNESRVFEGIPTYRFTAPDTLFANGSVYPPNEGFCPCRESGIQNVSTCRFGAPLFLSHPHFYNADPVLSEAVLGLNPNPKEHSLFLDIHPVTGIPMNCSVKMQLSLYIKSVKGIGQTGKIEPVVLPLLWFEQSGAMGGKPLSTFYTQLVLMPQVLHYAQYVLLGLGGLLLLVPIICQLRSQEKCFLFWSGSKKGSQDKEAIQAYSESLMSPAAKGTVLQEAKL
CDK5 inh: inhibitors of human CDK5/p35 kinase, primary screen, biochemical, single concentration; Cyclin-dependent kinase 5 (Homo sapiens) + Cyclin-dependent kinase 5 activator 1 (Homo …; Recombinant CDK5/p35, ADP-Glo luminescence, 60 min; inhibition, % at 10 µM; actives 0.01% (n = 330,000);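 active means highest replicate inhibition of at least 50% and at least 75% of replicates reaching 50%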;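 further: plate controls were DMSO neutral control for no effect and GW8510 at 10 µM for full effect; many of its hits are not listed in these tables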
dFosB act: activators of delta FosB homodimer, primary screen, biochemical, fluorescence polarization, TAMRA-CDK5 oligo, single point; Protein FosB (Mus musculus), P13346; activation, % at 25 µM; purified delta FosB; percent of positive-control signal above neutral wells; AID 493131, 2011; actives 0.99% (n = 340,000);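 active means mean activation above about 17%, with every replicate also reaching it, limit read from the data, passing the limit was not always enough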;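 further: fluorescence polarization rise as delta FosB binds a TAMRA Cdk5 AP-1 oligo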
Wnt bcat act: Wnt/beta-catenin pathway activators, primary screen, cell-based, plate reader, single point. activation, % at 9.35 µM. actives 1.2% (n = 300,000). AID 743398, 2014. Wnt/beta-catenin reporter cell assay, activator; in the data active means activation above about 30%, passing the limit was not always enough;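 further: 0% = neutral control wells and 100% = positive control wells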
PvdQ inh: P. aeruginosa PvdQ acylase inhibitors, primary screen, biochemical, fluorescence, plate reader and imaging, single point. AID 488965, 2010. inhibition, % at 10 µM. purified PvdQ acylase. actives 0.063% (n = 340,000). PvdQ acylase [Pseudomonas aeruginosa LESB58]; in the data active means inhibition above about 30%, passing the limit was not always enough;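 further: 0% = vehicle neutral wells and 100% = reference inhibitor wells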
HTR5A ag: HTR5A agonists in luminescence cell assay, primary screen, counter-screen for OPRM1-OPRD1 heterodimer agonist project, full-deck HTS | actives 0.61% (n = 340,000) | activation, % at 9.3 µM | cell-based | 5-hydroxytryptamine receptor 5A (Homo sapiens), P47898 | AID 504692, 2011; in the data active means activation mostly above about 9.5%, no sharp cut-off; inactive means mostly below about 7.6%;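 further: 0% = cells with vehicle only and 100% = reference agonist; strong numbers were not always called active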
Target sequence (P47898 whole entry, looked up): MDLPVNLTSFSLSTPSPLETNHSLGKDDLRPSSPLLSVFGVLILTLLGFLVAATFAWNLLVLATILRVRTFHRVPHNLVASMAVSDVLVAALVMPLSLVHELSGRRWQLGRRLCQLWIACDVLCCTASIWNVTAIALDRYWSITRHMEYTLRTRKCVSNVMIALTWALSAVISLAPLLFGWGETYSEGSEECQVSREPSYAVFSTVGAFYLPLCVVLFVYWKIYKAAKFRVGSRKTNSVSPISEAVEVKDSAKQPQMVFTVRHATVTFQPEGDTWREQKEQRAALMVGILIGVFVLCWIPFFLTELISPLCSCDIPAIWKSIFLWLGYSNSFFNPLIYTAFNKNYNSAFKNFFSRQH
RTF Ca sens act: cardiac RTF calcium sensitivity activators, primary screen, biochemical, IANBD-TnC fluorescence, EC20 calcium. Troponin I, cardiac muscle (Homo sapiens) + Troponin T, cardiac muscle (Homo sapiens) + …. IANBD-labeled TnC RTF fluorescence at EC20 calcium; 0% EC20 calcium, 100% full calcium. activation, % at 7.2 µM. actives 0.24% (n = 340,000). AID 493008, 2010;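 active means activation above the mean over all tested compounds plus 3 SD, cut at about 30% in these data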;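 further: rise in fluorescence read as greater calcium sensitivity of cardiac thin filaments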
* marks the source's active call; other numbers are inactive results; · = no result given. Not a hit list; about 4.4% have a hit in one of these screens.

SMILES	MITF act	SR-BI uptake up	Rtt109 Vps75	SR-BI DiI inh	CDK5 inh	dFosB act	Wnt bcat act	PvdQ inh	HTR5A ag	RTF Ca sens act
CC1C(=O)N2CCCc3cc(S(=O)(=O)N4CCC(C(N)=O)CC4)cc1c32 (stereo unspecified)	1.2	-2.2	0.0	2.2	-1.0	-13.2	-2.0	9.9	0.9	0.4
O=C(CCNS(=O)(=O)c1ccccc1)N1CCOCC1	-1.0	12.1	-1.1	-12.1	0.7	-2.3	0.2	-15.6	0.6	5.2
CC(=O)c1ccc(N2CCN(S(=O)(=O)c3cn(C)cn3)CC2)cc1	-0.1	29.8	-0.7	-29.8	4.3	-3.4	2.8	-1.7	-2.2	5.2
CCC(=O)NC(C)c1cc(Cl)c2ccccc2c1O (stereo unspecified)	7.1	2.7	0.6	-2.7	0.3	-2.2	0.6	-12.5	-4.3	-4.8
COc1ccc(S(=O)(=O)Nc2ccc(O)c3ccccc23)cc1	-66.0	-7.4	15.6	7.4	4.2	-8.6	·	15.9	4.2	-0.8
O=C(COC(=O)C1CCN(S(=O)(=O)c2cccs2)CC1)Nc1ccc(F)cc1Cl	-10.6	8.6	-10.1	-8.6	-0.7	-2.0	-2.1	5.7	1.7	1.4
COc1ccc(NC(=O)CCN2CCCCC2)cc1	7.8	9.3	·	-9.3	0.0	-2.4	·	-5.3	-3.6	-1.3
FC(F)(F)c1ccc(-c2noc(CN3CCCN(C4CCCCC4)CC3)n2)cc1	-6.3	·	4.1	·	-1.0	-10.1	-3.2	-9.2	-1.5	1.2
CNc1nc2sc3c(c2c(=O)n1C)CC(C)(C)SC3	12.2	1.4	-146.9	-1.4	0.4	-2.1	·	11.8	-5.3	1.0
COc1ccc(S(=O)(=O)N2CCC(C(=O)NC3CCCC3)CC2)cc1C	-3.9	13.7	14.4	-13.7	2.2	10.7	-1.3	2.0	7.0	1.6
CN1C(C(=O)NCCc2cccs2)CC2Cn3c(nc4ccccc43)C21 (stereo unspecified)	0.9	18.8	-22.3	-18.8	1.0	-8.4	-1.4	-22.7	2.5	1.2
CCCCN(CC)CCCNC(=O)c1ccc(CS(=O)(=O)c2ccccc2C)o1	1.9	-10.5	-6.4	10.5	0.7	-15.6	1.3	-12.4	-7.4	-2.6
CCCCCCn1c(N)c(C#N)c2ccc([N+](=O)[O-])cc2c1=O	·	-46.3	-3.3	46.3	-3.1	-6.2	1.8	-4.5	0.7	3.3
COc1ccc(OC)c(NC(=O)CN2C(=O)COc3ccc(S(=O)(=O)N4CCCC4)cc32)c1	2.0	3.0	6.8	-3.0	-1.6	-7.6	-0.4	-7.6	-3.6	0.2
CC(=O)Nc1ccc(Cl)cc1C(=O)O	-1.5	-7.7	9.2	7.7	1.4	-8.1	·	-14.0	1.1	-2.5
COc1ccccc1NC(=O)c1cccc(N2C(=O)C3C4C=CC(C4)C3C2=O)c1 (stereo unspecified)	-0.9	-22.2	1.6	22.2	0.6	-4.2	0.5	-0.6	0.7	1.9
Cc1cc(N/N=C/c2ccc(O)cc2O)c2ccccc2n1	·	-7.1	-9.6	7.1	-1.3	-7.9	1.3	-14.6	-0.8	-1.4
NC(=O)c1cccc(S(=O)(=O)N2CC(c3ccccc3)CC2=O)c1 (stereo unspecified)	-7.1	2.0	-3.9	-2.0	1.8	-3.2	1.3	-13.9	-0.1	0.9
O=C(/C=C/c1ccc(OCc2ccccc2)c(OCc2ccccc2)c1)c1cccnc1	-24.4	-83.7	-6.2	83.7*	-2.8	-4.7	·	1.1	0.9	0.8
CC(=O)Nc1ccc(S(=O)(=O)NCCc2csc(C)n2)cc1	6.1	3.5	-1.2	-3.5	1.9	-6.6	1.8	-5.5	-1.3	-8.9
CCn1cc(C(=O)OCC(=O)c2cc(C)n(-c3ccccc3F)c2C)c(=O)c2ccc(C)nc21	-0.4	-29.0	5.3	29.1	-0.5	-16.8	·	-6.0	0.6	-0.1
O=C(COC(=O)c1ccccc1SCC(=O)NC1CCCCC1)NC1CCCCC1	8.1	-2.5	-15.9	2.5	0.8	-3.6	·	8.2	-1.7	2.7
COC(=O)c1ccc(OC)c(CSc2nnc(COc3ccc(Cl)cc3)o2)c1	·	-13.5	1.6	13.5	1.0	2.2	·	-3.0	-5.6	1.4
COc1ccc(S(=O)(=O)ON=C2CC(C)(C)N(C(C)=O)C(C)(C)C2)cc1	-0.3	-6.6	34.1	6.6	-0.1	-8.9	-2.1	5.8	3.0	8.7
Cc1ccccc1C(=O)N1CCC(C(N)=O)CC1	-10.8	10.4	3.1	-10.4	-0.1	-2.1	1.5	-4.0	-0.1	-3.4
SMILES	MITF act	SR-BI uptake up	Rtt109 Vps75	SR-BI DiI inh	CDK5 inh	dFosB act	Wnt bcat act	PvdQ inh	HTR5A ag	RTF Ca sens act
CCC1Sc2ccccc2N(CC(=O)NCCC2=CCCCC2)C1=O (stereo unspecified)	3.3	-9.2	-30.0	9.2	0.9	-1.1	·	-9.6	6.4	0.7
CC(=O)c1ccc2oc3ccccc3c(=O)c2c1	80.2*	-3.2	-16.7	3.2	1.4	-6.2	11.1	-12.9	1.2	9.9
Cc1cc(C)c(NC(=O)COC(=O)CCc2ccc(S(=O)(=O)N3CCCCC3)cc2)c(C)c1	-4.0	3.8	-1.4	-3.8	-2.8	-5.1	-2.5	-23.3	4.1	-3.4
Cc1cc(Cl)c(OCCCn2cncn2)c(Br)c1	9.1	-26.4	-2.3	26.4	0.4	4.2	·	-9.9	2.6	-6.6
O=C(Nc1ccc(OC(F)F)cc1)Nc1cccc(C(F)(F)F)c1	-17.7	-24.3	2.7	24.3	-0.9	-3.8	·	-11.4	2.6	2.1
O=C(COC(=O)c1cc2ccccc2cc1O)NCc1ccccc1	3.4	-10.2	-2.5	10.2	0.5	-4.4	-0.3	-17.1	6.0	4.4
C=CCn1c(SCCCc2ccccc2)nc2c1c(=O)[nH]c(=O)n2C	·	-13.6	-4.0	13.5	-3.0	-8.7	-5.5	-15.5	-2.8	0.2
C=CCNC(=O)c1sccc1Oc1ccc(F)cc1[N+](=O)[O-]	-3.7	1.3	5.3	-1.3	0.8	4.5	-0.3	-12.8	3.1	3.3
COC(=O)c1ccc(CNC(=O)c2ccc(COc3ccccc3)cc2)cc1	-2.7	6.8	1.2	-6.8	1.7	-5.9	-8.1	-1.8	0.8	0.2
N=c1sccn1CC(=O)Nc1cc(Cl)ccc1Oc1ccccc1	·	20.5	-0.5	-20.5	-1.2	-2.1	·	-40.1	-2.2	-0.9
Cc1cc(C)cc(OC(=O)CS(=O)c2ccc(C(F)(F)F)cc2[N+](=O)[O-])c1 (stereo unspecified)	·	19.0	-9.8	-19.0	2.4	-17.1	9.9	-15.3	5.5	-10.9
CC(CCN1CCN(c2ccc(F)cc2)CC1)c1ccccc1 (stereo unspecified)	·	4.6	-2.1	-4.6	-1.5	0.5	0.1	-3.1	1.3	-2.4
CC(=O)Cn1cnc2scc(-c3ccc(C)c(C)c3)c2c1=O	·	-6.6	2.4	6.6	-0.8	-6.4	-4.8	-12.2	7.5	2.6
NC(=O)N/N=C/c1ccccc1OCc1cccc2ccccc12	·	·	-0.6	·	1.2	4.9	-1.2	-16.6	-3.1	-2.3
Cc1ccc(CN(C(=O)c2cc3ccccc3oc2=O)C2CCS(=O)(=O)C2)cc1 (stereo unspecified)	43.4	-2.8	2.6	2.8	-2.9	-8.7	·	-6.2	-3.6	-0.4
Cc1cc(C(=O)Nc2ccc3ccccc3c2)c(C)o1	69.6	-25.6	0.2	25.6	0.3	4.2	34.1*	-2.8	14.3	-9.9
CCOc1cc(C(=O)NC2=NCCS2)cc(OCC)c1OCC	7.4	-19.5	15.5	19.5	-2.3	0.1	-0.3	-7.4	-5.6	-3.8
COc1ccccc1/C=C/C=N/n1c(C)nnc1C	-5.1	-5.3	-2.7	5.3	-5.9	-2.4	-1.4	-8.5	0.8	2.3
CC(C)(C)C(=O)CN1C(=O)C2(OCCO2)c2ccccc21	·	9.6	-1.2	-9.6	-1.0	-0.6	-0.1	3.6	5.2	-6.0
CC[C@H](C)[C@H](NC(N)=O)C(=O)NCCc1ccc(Cl)cc1Cl	-7.8	1.2	-0.7	-1.2	-0.9	-3.3	-1.3	-2.7	·	·
Cc1c(C)c(C)c(CN2CCCC2)c(C)c1C	·	5.2	0.9	-5.2	0.9	11.0	1.2	-21.6	0.4	1.1
CCN(CC(=O)NCc1cccs1)C(=O)c1ccc(-c2cccc(C(F)(F)F)c2)o1	-4.2	19.9	12.9	-19.9	0.7	-8.7	-2.4	8.0	9.1	4.5
CCCCN(C(=O)Cc1ccc(S(=O)(=O)N2CCOCC2)s1)c1c(N)n(CCCC)c(=O)[nH]c1=O	0.9	17.6	-2.4	-17.6	0.8	-2.8	-0.6	3.1	-1.7	-4.8
Cc1cc(C(=O)N/N=C\c2ccc(COc3ccc([N+](=O)[O-])cc3)o2)ccc1[N+](=O)[O-]	1.0	-75.8	-2.1	75.8*	0.3	36.0*	-7.5	-8.9	7.8	4.3
CN(C)S(=O)(=O)c1ccccc1N=C=S	4.6	20.4	·	-20.4	-0.5	-7.1	-0.6	-7.7	-0.7	9.7
CCn1c(-c2nn(C)c(C)c2Cl)n[nH]c1=S	·	-12.6	-0.2	12.6	1.7	-1.1	-6.3	1.8	-0.2	-0.3
Cc1nnc(SCC(=O)c2cc(C)n(C3CC3)c2C)s1	54.8	-19.1	7.4	19.1	1.4	-1.3	·	-8.7	1.7	5.3
CC(=O)C1=NN(c2ccccc2)C(c2ccc3c(c2)OCO3)N1c1ccccc1 (stereo unspecified)	4.6	-58.1	-6.8	58.1	2.1	-10.9	3.9	-5.8	-1.9	0.8

Full records, quoted from the list. Order of values: MITF act	SR-BI uptake up	Rtt109 Vps75	SR-BI DiI inh	CDK5 inh	dFosB act	Wnt bcat act	PvdQ inh	HTR5A ag	RTF Ca sens act
`COc1ccccc1/C=C/C=N/n1c(C)nnc1C` reads -5.1	-5.3	-2.7	5.3	-5.9	-2.4	-1.4	-8.5	0.8	2.3
`C=CCn1c(SCCCc2ccccc2)nc2c1c(=O)[nH]c(=O)n2C` reads ·	-13.6	-4.0	13.5	-3.0	-8.7	-5.5	-15.5	-2.8	0.2
`C=CCNC(=O)c1sccc1Oc1ccc(F)cc1[N+](=O)[O-]` reads -3.7	1.3	5.3	-1.3	0.8	4.5	-0.3	-12.8	3.1	3.3
